Screening results: PubChem, several laboratories
M. tuberculosis GlmU – inhibition of mycobacterial GlmU enzyme – biochemical, glucosamine-1-phosphate acetyltransferase (AID 1376); M. tuberculosis GlmU acetyltransferase enzyme assay; higher % means a stronger effect; one-dose inhibition, %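 (tested at 30 µM in the primary screen)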; IC50 in µM for titrated hits; 220,000 tested, 0.25% active; in the data active = inhibition above about 13%;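 also: 0% = complete reaction with vehicle and 100% = reaction without substrate; strong numbers were not always called active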
Mtb RmlCD inh – M. tuberculosis RmlC/RmlD inhibition | P9WH09+P9WH11 | RmlC+RmlD coupled enzyme assay, percent inhibition; primary screen in compound mixtures | inhibition, % at 3.6 µM | 160,000 tested, 0.03% active | AID 1533; in the data active = inhibition mostly above about 34%, no sharp cut-off; also: some results filed as inactive read as strong as hits
Target sequence (P9WH09 whole entry, looked up): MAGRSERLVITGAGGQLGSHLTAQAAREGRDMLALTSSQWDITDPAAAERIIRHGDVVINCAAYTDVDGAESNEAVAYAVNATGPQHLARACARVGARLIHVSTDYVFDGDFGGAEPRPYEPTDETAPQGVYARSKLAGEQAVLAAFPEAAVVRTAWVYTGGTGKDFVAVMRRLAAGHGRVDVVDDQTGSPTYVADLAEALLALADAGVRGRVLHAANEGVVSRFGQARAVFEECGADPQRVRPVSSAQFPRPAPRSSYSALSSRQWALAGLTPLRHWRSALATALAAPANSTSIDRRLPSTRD
Target sequence (P9WH11 whole entry, looked up): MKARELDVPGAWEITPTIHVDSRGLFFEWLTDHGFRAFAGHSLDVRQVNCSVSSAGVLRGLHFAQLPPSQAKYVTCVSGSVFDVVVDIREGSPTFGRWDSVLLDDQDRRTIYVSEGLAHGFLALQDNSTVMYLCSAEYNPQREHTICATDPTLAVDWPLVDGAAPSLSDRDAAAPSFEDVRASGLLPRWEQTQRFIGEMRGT
Active calls of the source: *; / = no result given. This is a subset; the hit share may differ from the screen's.

Sample of the layout, 20 compounds:
SMILES	M. tuberculosis GlmU	Mtb RmlCD inh
CCOC(=O)C1CCN(C(=O)Cc2c(C(=O)O)[nH]c3ccccc23)CC1	1.3%	-6
Fc1ccccc1CNCCC(Cc1ccccc1)c1ccc2c(c1)OCO2 (centres undefined)	-1.6%	-8
O=c1cc(-c2ccccc2)nc2n1Cc1ccccc1-2	0.8%	-10
Cc1[nH]n(-c2ccccc2)c(=S)c1C=Nc1cccc([N+](=O)[O-])c1	3.2%	27
O=C(c1cccc([N+](=O)[O-])c1)N1CCN(c2cccc(Cl)c2)CC1	3.9%	2
N#Cc1c(-n2cccc2C=O)sc2c1CCCC2	-8.5%	7
COc1ccccc1NC(=O)c1c(Br)cnn1C	-1.3%	6
Cc1cc(C)n(C(=O)CNc2ccc(C)c(C)c2)n1	7.0%	/
O=C(NC1CCCCC1)NC1CCN(C(=S)NCc2ccco2)CC1	2.2%	5
O=C(C1=NN[C@@H]2C(=O)N(c3ccccc3C(F)(F)F)C(=O)[C@H]12)c1ccc2ccccc2n1	-7.6%	39
O=C(O)Cn1c(=S)sc2ccccc21	0.7%	9
O=C(CCc1nc(-c2ccccc2)no1)NCc1ccco1	-3.6%	-9
COc1ccc(N(C(=O)COc2ccc(F)cc2)S(=O)(=O)c2ccc(C)cc2)cc1	1.6%	-9
CCOCCCNC(=O)C1CCN(C(=O)Nc2ccc(Cl)cc2)CC1	5.5%	3
Cc1cc(=O)oc(C)c1C(=O)NCCCN1CCN(c2ccc(F)cc2)CC1	-0.1%	4
CCOc1ccc(NC(=O)c2cc3cc4ccc(C)cc4nc3o2)cc1	5.9%	3
OC(COc1cccc2ccccc12)CN1CCN(c2ccccc2)CC1 (centres undefined)	-3.8%	22
CC(=O)N1CCN(CC(=O)Nc2c(Cl)cccc2Cl)CC1	-4.0%	56
COc1ccc(C(=O)Nc2ccc(OC)c([N+](=O)[O-])c2)cc1Br	8.7%	7
Nc1nnnn1/N=C/c1cccc(OCc2ccccc2Cl)c1	-2.3%	/

The whole of this part (from the top)
SMILES	M. tuberculosis GlmU	Mtb RmlCD inh
CCOC(=O)C1CCN(C(=O)Cc2c(C(=O)O)[nH]c3ccccc23)CC1	1.3%	-6
Fc1ccccc1CNCCC(Cc1ccccc1)c1ccc2c(c1)OCO2 (centres undefined)	-1.6%	-8
O=c1cc(-c2ccccc2)nc2n1Cc1ccccc1-2	0.8%	-10
Cc1[nH]n(-c2ccccc2)c(=S)c1C=Nc1cccc([N+](=O)[O-])c1	3.2%	27
O=C(c1cccc([N+](=O)[O-])c1)N1CCN(c2cccc(Cl)c2)CC1	3.9%	2
N#Cc1c(-n2cccc2C=O)sc2c1CCCC2	-8.5%	7
COc1ccccc1NC(=O)c1c(Br)cnn1C	-1.3%	6
Cc1cc(C)n(C(=O)CNc2ccc(C)c(C)c2)n1	7.0%	/
O=C(NC1CCCCC1)NC1CCN(C(=S)NCc2ccco2)CC1	2.2%	5
O=C(C1=NN[C@@H]2C(=O)N(c3ccccc3C(F)(F)F)C(=O)[C@H]12)c1ccc2ccccc2n1	-7.6%	39
O=C(O)Cn1c(=S)sc2ccccc21	0.7%	9
O=C(CCc1nc(-c2ccccc2)no1)NCc1ccco1	-3.6%	-9
COc1ccc(N(C(=O)COc2ccc(F)cc2)S(=O)(=O)c2ccc(C)cc2)cc1	1.6%	-9
CCOCCCNC(=O)C1CCN(C(=O)Nc2ccc(Cl)cc2)CC1	5.5%	3
Cc1cc(=O)oc(C)c1C(=O)NCCCN1CCN(c2ccc(F)cc2)CC1	-0.1%	4
CCOc1ccc(NC(=O)c2cc3cc4ccc(C)cc4nc3o2)cc1	5.9%	3
OC(COc1cccc2ccccc12)CN1CCN(c2ccccc2)CC1 (centres undefined)	-3.8%	22
CC(=O)N1CCN(CC(=O)Nc2c(Cl)cccc2Cl)CC1	-4.0%	56
COc1ccc(C(=O)Nc2ccc(OC)c([N+](=O)[O-])c2)cc1Br	8.7%	7
Nc1nnnn1/N=C/c1cccc(OCc2ccccc2Cl)c1	-2.3%	/
CS(=O)(=O)N(CC(N)=O)c1ccc(F)c(Cl)c1	-0.1%	7
COCCn1nnnc1CN(CCc1ccc(OC)c(OC)c1)Cc1cc2ccc(C)cc2[nH]c1=O	0.4%	6
O=C(Nc1nc(-c2ccccc2)cs1)c1ccco1	-4.5%	-10
Cc1ccccc1NCCNc1ccccc1C	-2.3%	/
CCCCC1=NN(C(=O)c2cccnc2)C(O)(C(F)(F)F)C1 (centres undefined)	1.6%	-11
Cc1cc(NC(=O)Cn2nc(C(F)(F)F)c3c2CCC3)n(-c2ccccc2)n1	-3.8%	-5
COc1cccc(C(=O)O/N=C2\CCS(=O)(=O)c3sccc32)c1	-7.3%	6
C(=C\c1ccccc1)/CN1CCN(Cc2ccc3c(c2)OCCO3)CC1	-0.5%	4
CCCCC(=O)Nc1ccc2c(c1)OCCO2	6.4%	1
S=C1CN=C(c2ccccc2Cl)c2cc(Cl)ccc2N1	/	2
CCOC(=O)C(=CNc1cc(OC)ccc1-n1cccc1)C(=O)OCC	1.2%	3
O=S(=O)(/C=C/c1ccccc1)Nc1ccc(F)cc1	4.2%	-10
COC(=O)c1cccn(CC(=O)c2ccc(Cl)cc2Cl)c1=O	-0.6%	9
COC(C/C=C\[C@@H](O)[C@@H](C)OCc1ccccc1)OC	1.4%	/
Cc1ccn2cc(CCNC(=O)c3ccc(Br)o3)nc2c1	0.2%	7
O=C(c1ccc([N+](=O)[O-])c(CS(=O)(=O)c2ccc(Cl)cc2)c1)N1CCCC1	1.6%	-2
Cc1cc(C)nc(N/N=C/c2cc(Br)ccc2O)n1	3.6%	-2
O=C(NC1CCN(C(=O)N2c3ccccc3Sc3ccccc32)CC1)c1ccccc1F	-1.9%	8
O=S(=O)(c1cccc2nonc12)N1CCN(c2ccc(F)cc2)CC1	-5.5%	9
CSc1ccccc1C(=O)Nc1cccc([N+](=O)[O-])c1C	0.6%	67
Cc1cccc(NC(=O)CN2CCN(CC(=O)Nc3cccc(C)c3)CC2)c1	6.3%	/
O=C(c1ccccc1O)N1CCOCC1	-0.8%	/
CCN(CC)C(=O)Cn1c(=O)oc2ccccc21	7.1%	6
CC(OC(=O)c1nsc(Cl)c1Cl)C(=O)NCc1ccco1 (centres undefined)	0.0%	0
CC(=O)Nc1cccc(-c2csc(Nc3ccccn3)n2)c1	0.2%	-13

Entries of single compounds, looked up by structure. Screens in order: M. tuberculosis GlmU | Mtb RmlCD inh
Results for CSc1ccccc1C(=O)Nc1cccc([N+](=O)[O-])c1C → 0.6% | 67
Results for O=C(c1ccc([N+](=O)[O-])c(CS(=O)(=O)c2ccc(Cl)cc2)c1)N1CCCC1 → 1.6% | -2

(more compounds)
SMILES	M. tuberculosis GlmU	Mtb RmlCD inh
CCC(c1nnc(SCCNCCO)n1CCN1CCOCC1)N(C)C (centres undefined)	8.6%	-6
CC[n+]1c(/C=C/C=C/c2ccc(N(C)C)cc2)sc2ccccc21	0.5%	-8
O=C(COC(=O)c1cccc(S(=O)(=O)N2CCc3ccccc32)c1)Nc1ccc(Cl)cn1	1.6%	21
Oc1[nH]c2ccc(Br)cc2c1N=NC(=S)NCC1CCCO1 (centres undefined)	-2.7%	14
O=S(=O)(c1ccc2c(c1)OCCO2)N1CCC(O)(c2ccc(Cl)cc2)CC1	1.5%	7
O=C(N/N=C/c1cccc([N+](=O)[O-])c1)c1cc(-c2ccc3c(c2)OCO3)n[nH]1	-5.8%	-7
CC(=O)c1ccc(-n2c(-c3cc(-c4ccsc4)n[nH]3)n[nH]c2=S)cc1	2.6%	-5
O=[N+]([O-])c1ccc(NCCCNS(=O)(=O)c2ccc(Cl)cc2)c(Cl)c1	/	-5
O=C(Nc1cccc(S(=O)(=O)N2CCCCCC2)c1)c1ccc2ccccc2n1	-9.7%	-4
CC(C)(C)c1cc(NCc2ccccn2)n2ncc(-c3ccc(Cl)cc3)c2n1	-0.3%	8
Cc1ccccc1-n1c(O)c(/C=N/Nc2nc3c(c(=O)n(C)c(=O)n3C)n2C)c(=O)[nH]c1=S	5.2%	/
COc1ccc(-n2c(=O)cc(N3CCN(c4ccccc4OC)CC3)[nH]c2=O)cc1	-2.1%	-1
Cc1sc(NC(=O)CN(Cc2ccccc2)C(=O)C2CC2)c(C(N)=O)c1C	-0.1%	-2
COC(=O)C(O)(c1ccc2c(c1)CCCN2)C(F)(F)F (centres undefined)	2.6%	8
COc1cc(CNCc2cccs2)ccc1OCc1ccccc1	3.1%	/
COc1cccc(NC(=S)N(CCN(C)C)C(C)c2ccncc2)c1 (centres undefined)	-1.2%	4
CCCc1nnc(NC(=O)CCC(=O)NCCc2ccc(OC)c(OC)c2)s1	3.4%	-8
Cc1cccc(CN2CCN(C(c3ccccc3)c3ccc(Cl)cc3)CC2)c1 (centres undefined)	4.4%	/
Cc1cc(=O)oc2cc(Oc3ncccn3)ccc12	1.0%	-5
CCNC(=S)N1CCN(S(=O)(=O)c2cccc(C(F)(F)F)c2)CC1	1.0%	/
Cn1nc(-c2ccc(C(=O)NCC3CCCO3)cc2)c2ccccc2c1=O (centres undefined)	-0.9%	/
NC(N)=N/N=C/c1ccc(OCc2ccc(Cl)cc2Cl)cc1	2.6%	-5
Cc1ccccc1C(=O)c1cccn1CC(=O)NCCCN1CCc2ccccc2C1	-0.3%	-11
Cn1c(NC(=O)C[n+]2cc(-c3ccc(Cl)c(Cl)c3)n3c2CCC3)cc(=O)n(C)c1=O	0.6%	-10
Cc1ccc(NC(=O)C2CC(=O)N(Cc3ccco3)C2)cc1 (centres undefined)	-9.5%	-14
CCOC(=O)C(C)Oc1cc(Cl)c(C=O)cc1OC (centres undefined)	-3.2%	-7
CSc1nc2ccc(S(=O)(=O)Nc3c(C)n(C)n(-c4ccccc4)c3=O)cc2s1	0.3%	4
Cc1onc(-c2c(Cl)cccc2Cl)c1C(=O)Nc1nc(C(C)(C)C)cs1	3.0%	-8
Cc1cc(C)n2c(SCCC(C)C)nnc2n1	-5.6%	/
COc1ccc(OC)c(NC(=O)CCNS(=O)(=O)c2ccc3c(c2)oc(=O)n3C)c1	1.9%	/
CCOC(=O)C1=C(C)N(c2ccc(C)cc2)C(=O)/C1=C\c1ccc(O)c(OC)c1	-1.1%	5
CCCNc1nc(-c2ccccc2)c(C(=O)OCC)cc1C#N	-3.0%	6
O=C(Nc1ccc(Br)cn1)c1ccc([N+](=O)[O-])o1	-5.2%	5
COc1cc(C(=O)N2CCN(C(=O)Cc3ccccc3)CC2)cc(OC)c1OC	4.6%	7
Fc1cccc(CSc2ccc3nnc(-c4ccccn4)n3n2)c1	3.1%	-12
Cc1ccc(N=Cc2ccc(N(C)C)cc2)cc1	-4.3%	-4
Cc1cccc(NC(=S)N2CCN(c3cc(C)ccc3C)CC2)c1	-5.2%	-8
Cc1ccccc1CN1CCN(S(=O)(=O)c2cccs2)CC1	-1.1%	/
O=C(/C=C/NNC(=O)c1cccc(Br)c1)c1cccc(Br)c1	13%*	/
CC(C)CC1=C/C(=C/c2ccc(-c3ccccc3)o2)C(=O)O1	6.0%	15
NS(=O)(=O)c1ccc(CCNC2CC(=O)N(CCc3ccccc3)C2=O)cc1 (centres undefined)	-0.5%	10
O=C(CS(=O)(=O)c1ccccc1)N1CCc2ccccc21	-4.1%	2
O=C(N/N=C/c1ccc2nccnc2c1)c1ccncc1	-2.2%	19
C#CCN(Cc1ccco1)C(=O)c1cc(COc2ccc(F)cc2Cl)on1	9.0%	-10
COc1ccc(/C=N/NC(=O)CN2CCCCCCC2)c(C)c1C	1.5%	-3
COC(=O)C(C(=O)OC)N1C(=O)CCC1=O	-0.4%	3
CC(=O)N1CCN(S(=O)(=O)c2ccc(C)c([N+](=O)[O-])c2)C1C(C)C (centres undefined)	0.6%	5
C/C(=N\Nc1ccc(Cl)cc1)c1c(O)cc(C)oc1=O	2.3%	-15
CC(C)C(C)(NC(=O)c1cccn(Cc2ccc3c(c2)OC(F)(F)O3)c1=O)C(N)=O (centres undefined)	-0.2%	1
S=C(NCC1CCCCC1)Nc1ccc(Oc2ccccc2)cc1	0.7%	6
COC(=O)c1ccc(CO/N=C(\NC(C)=O)c2nonc2NC(C)=O)cc1	-0.8%	-14
O=[N+]([O-])C1=CC=C2C(=NC3(CCCCC3)N2O)C1=NCCc1ccccc1	2.1%	13
CCNC(=O)NC(=O)C(C)OC(=O)c1cc(S(=O)(=O)N2CCCCCC2)ccc1OC (centres undefined)	1.7%	-8
COC(=O)c1cccc(C(=O)N2CCC(CO)(Cc3ccccc3Cl)CC2)c1	-6.6%	0
COc1c(C)cccc1C(=O)Nc1cc(Cl)ccc1N1CCOCC1	2.3%	50
CC(=O)NC(=S)Nc1cccc2ccc(C)nc12	2.1%	-8
CC(=O)c1cc(-c2ccccc2)n(CCC(=O)NC2CCCCC2)c1C	0.0%	-10
N/C(CSc1ccccn1)=N\OCc1c(Cl)cccc1Cl	2.4%	-6
CCOC(=O)c1ccccc1NC(=O)COc1cc(=O)n(CC)c2ccccc12	-4.5%	-4
CC(C)(C)c1ccc(C(=O)Nc2nnc(Cc3c[nH]c4ccccc34)s2)cc1	-4.3%	6

Next section:
SMILES	M. tuberculosis GlmU	Mtb RmlCD inh
COc1ccc(C(=O)Nn2c(SCC(=O)NC3CCCC3)nc3ccccc3c2=O)cc1	6.4%	1
COC(=O)c1c(NC(=O)CN2C(=O)NC(CCc3ccccc3)C2=O)sc2c1CCCCC2 (centres undefined)	-4.2%	10
Cc1c(NC(=O)CSc2nnnn2Cc2ccccc2)c(=O)n(-c2ccccc2)n1C	-5.9%	-7
COc1ccc(S(N)(=O)=O)cc1C(N)=O	-3.7%	/
CCN(c1ccccc1)S(=O)(=O)c1ccc(OC)c(NC(=O)CNC)c1	5.3%	/
COc1ccc(NC(=O)CCSc2ccc(F)cc2)cc1	-5.0%	/
O=C(c1cccs1)N1CCN=C1SCc1ccccc1	-3.1%	0
O=C(COc1ccc(F)cc1)N(CC1=CCS(=O)(=O)C1)c1ccccc1	3.1%	9
Cc1cnc(NC(=O)[C@H](C)N2C(=O)C3CCCCC3C2=O)s1 (some centres undefined)	2.1%	-11
CCOC(=O)/C=C1\NC2(CCCCC2)Cc2cc(OC)c(OC)cc21	-3.0%	/
